VCAM1 TNFa inh: inhibitors of TNFa-induced VCAM1 expression, primary screen, imaging, HUVEC, TNFa stimulus, immunofluorescence. AID 802, 2007. inhibition, % at 2 µM. 95,000 compounds, 0.48% hits. HUVEC TNFa-induced VCAM-1 immunofluorescence, high-content imaging;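 active = inhibition above the batch mean plus 3 SD, with images confirmed as a hit by eye, cut at about 37% in these data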;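 note: 0% = TNF-stimulated DMSO wells and 100% = unstimulated control wells; not every result past the cut was called active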
PTPN22 inh 2: PTPN22 phosphatase inhibitors, primary screen, biochemical, DiFMUP fluorescence, 2 µM. Tyrosine-protein phosphatase non-receptor type 22 (Homo sapiens), Q9Y2R2. recombinant LYP catalytic domain. inhibition, % at 2 µM. 96,000 compounds, 0.21% hits. AID 640, 2007;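 active = inhibition at 2 µM at or above a set limit, the screen mean plus 3 SD, cut at about 24% in these data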;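 note: 0% = DMSO with enzyme and 100% = enzyme fully blocked by orthovanadate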
Smad3 FoxH1 inh: Smad3/FoxH1 peptide binding inhibitors, primary screen, biochemical, TR-FRET. TR-FRET Smad3/Dy647-FoxH1 peptide binding, europium anti-His. inhibition, % at 25 µM. 88,000 compounds, 0.29% hits. AID 630, 2007;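 active = compounds that reduce the energy-transfer binding signal between the protein and its labelled peptide by more than half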;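 note: 0% = Smad3 plus labelled peptide maximal FRET and 100% = peptide-only background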
Target sequence (P84022 whole entry, looked up): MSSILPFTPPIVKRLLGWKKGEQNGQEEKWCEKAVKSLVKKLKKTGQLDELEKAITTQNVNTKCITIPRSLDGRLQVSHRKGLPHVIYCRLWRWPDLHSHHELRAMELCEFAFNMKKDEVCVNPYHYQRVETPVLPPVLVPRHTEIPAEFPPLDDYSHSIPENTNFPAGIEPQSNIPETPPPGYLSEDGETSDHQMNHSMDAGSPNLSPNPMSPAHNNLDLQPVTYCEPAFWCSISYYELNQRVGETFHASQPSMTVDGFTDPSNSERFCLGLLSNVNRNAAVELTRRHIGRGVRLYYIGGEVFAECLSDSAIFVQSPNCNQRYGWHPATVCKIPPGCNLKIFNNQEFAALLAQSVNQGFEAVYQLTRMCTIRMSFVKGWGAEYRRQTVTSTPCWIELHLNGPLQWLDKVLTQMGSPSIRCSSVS
MT1-MMP txn act: MT1-MMP promoter reporter activation – cell-based, luciferase luminescence, primary screen | 86,000 compounds, 0.16% hits | HT1080 MT1-MMP promoter luciferase reporter, overnight; active compounds read high | activation factor at 10 µM | AID 750, 2007;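 active = activation factor of at least 2 for MT1-MMP transcription at 10 µM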
F-actin modifier: modifiers of F-actin cytoskeleton organization, primary screen, imaging, HUVEC, phalloidin staining, high-content imaging; HUVEC TNFa F-actin phalloidin imaging; inhibition, % at 2 µM; 91,000 compounds, 0.18% hits;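 active = inhibition above the batch mean plus 3 SD and confirmed as a hit by visual image inspection, cut at about 30% in these data, passing the limit was not always enough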; note: strong numbers were not always called active
TNFa cytotox: cytotoxicity in TNFa-stimulated HUVEC, primary screen, cytotoxicity control for VCAM1 expression modulator project, imaging, Hoechst nuclei count; HUVEC TNFalpha-stimulated, Hoechst cell count; cell count reduction, % at 2 µM; 93,000 compounds, 0.17% hits;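 active = cell count reduction exceeding the screen mean by over 5 SD, scaled to untreated wells per plate, cut at about 78% in these data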;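 note: cells counted after 24 h of TNF alpha exposure following the 1 h pretreatment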
DAT uptake mod: changed hDAT dopamine uptake under cocaine IC80, either direction, primary screen, cocaine antagonist project, cell-based, LLC-PK1 hDAT, [14C]-dopamine uptake, MLSMR; LLC-PK1 hDAT cells, [14C]-dopamine uptake with cocaine IC80; actives deviate in either direction; 110,000 compounds, 1.3% hits; AID 449768, 2010; B-score at 10 µM;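 active = Z score or B-score, a plate-position-corrected score, falls beyond the plate's 99.7% confidence bounds, in either direction; inactive = both scores lie inside the 99.7% bounds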;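 note: scored against the spread of the other compound wells on the same plate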
Target sequence (Q01959 whole entry, looked up): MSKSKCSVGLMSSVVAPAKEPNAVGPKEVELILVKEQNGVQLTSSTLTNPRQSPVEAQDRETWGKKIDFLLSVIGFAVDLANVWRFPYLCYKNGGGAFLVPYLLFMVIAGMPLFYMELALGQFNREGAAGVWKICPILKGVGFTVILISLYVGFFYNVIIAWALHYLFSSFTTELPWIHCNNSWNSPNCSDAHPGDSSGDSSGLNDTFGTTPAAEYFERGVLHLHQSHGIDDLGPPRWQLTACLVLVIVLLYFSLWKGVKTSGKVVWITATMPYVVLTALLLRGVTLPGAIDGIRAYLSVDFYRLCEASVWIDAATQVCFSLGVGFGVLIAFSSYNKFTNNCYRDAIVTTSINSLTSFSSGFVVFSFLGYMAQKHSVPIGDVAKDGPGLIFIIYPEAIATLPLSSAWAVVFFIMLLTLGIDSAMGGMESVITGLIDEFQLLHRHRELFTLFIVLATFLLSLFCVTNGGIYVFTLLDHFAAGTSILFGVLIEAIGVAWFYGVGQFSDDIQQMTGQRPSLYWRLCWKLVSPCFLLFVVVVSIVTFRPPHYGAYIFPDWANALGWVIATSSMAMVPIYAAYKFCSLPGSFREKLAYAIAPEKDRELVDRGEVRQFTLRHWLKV
IL1B cytotox: cytotoxicity in IL-1B stimulated HUVEC, primary screen, cytotoxicity control for IL-1B NFkB translocation project, imaging, Hoechst nuclear count, IL-1B stimulus; AID 845, 2007; cell count reduction, % at 2 µM; 94,000 compounds, 0.41% hits; HUVEC cell count loss;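 active = cell count reduction more than 3 SD above the screen-wide mean, cut at about 70% in these data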;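 note: normalized per plate to untreated control cells as the no-loss baseline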
Calb biofilm kill: clotrimazole potentiators killing Candida biofilms, primary screen, with clotrimazole, Alamar Blue. C. albicans biofilm + clotrimazole. inhibition, % at 6 µM. 85,000 compounds, 0.14% hits;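 active = inhibition above 20%; inactive = inhibition below 20%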;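 note: preformed 24 hr biofilms exposed to compound for 48 hr; 0% = biofilm without compound and 100% = blank killed by clotrimazole plus chlorhexidine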
Starred values were filed as active, the others as inactive; nt = not tested or not shown; [ ] = remark or other dose.

SMILES | VCAM1 TNFa inh | PTPN22 inh 2 | Smad3 FoxH1 inh | MT1-MMP txn act | F-actin modifier | TNFa cytotox | DAT uptake mod | IL1B cytotox | Calb biofilm kill
CN(Cc1ccccc1)C(=O)Nc1ccccc1 | 1 | 4 | -13 | nt | -3 | -22 | -2.6 | 20 | -2
CCCCC1(C)Cc2ccccc2C(=S)N1 (stereo unspecified) | 11 | 0 | nt | nt | -9 | 3 | -1.1 | -14 | nt
CCN(CC)S(=O)(=O)c1ccc(NC(=O)c2ccccc2N(C)S(C)(=O)=O)cc1 | -6 | -3 | 3 | 1.2 | -10 | -23 | 2 | -158 | 3
Cc1cccc(NC(=O)CSc2nc3ccc(N4C(=O)c5ccccc5C4=O)cc3s2)c1C | -2 | 16 | nt | nt | -12 | 6 | -0.89 | -11 | nt
O=C(CCn1c(=O)sc2ccccc21)Nc1ccon1 | 5 | -3 | 8 | 1.4 | -4 | -15 | 0.36 | -8 | 7
Cc1cc2nc(C)n3c4ccccc4nc3n2n1 | 12 | -2 | -2 | 1.2 | 13 | -5 | -0.94 | 4 | 10
CSc1cccc(NC(=O)CSc2ccc(C)cc2)c1 | 4 | 2 | 16 | 1.1 | nt | 6 | -0.017 | -14 | 2
CCC(=O)N1CCN(c2ccccc2NC(=O)Cc2ccccc2)CC1 | 4 | 4 | 6 | 1.3 | -3 | -34 | 0.39 | -18 | 0
O=c1oc2c(CN3CCOCC3)c(O)ccc2c2ccccc12 | -5 | 1 | 1 | 1.7 | -12 | -2 | -1.5 | 14 | 0
CCc1ccc(CC)c(S(=O)(=O)Nc2ccc(O)c(C(=O)O)c2)c1 | 7 | -24 | 6 | 1.2 | 0 | -19 | -1.5 | 9 | 1
Cc1nc2ncnn2c(N2CCN(C(=O)c3cccc(F)c3)CC2)c1C | 12 | -14 | 5 | 1.1 | 4 | -13 | -0.012 | 14 | 0
CCCNC(=O)C1CNc2ccccc2O1 (stereo unspecified) | 6 | -7 | -6 | 1.3 | 7 | -23 | -0.3 | -2 | 1
CC1CN(C(=O)c2scc3c2OCCO3)CC(C)O1 (stereo unspecified) | 12 | -2 | -10 | 1.4 | 2 | 18 | -1.1 | 93* | 4
CCOC(=O)c1cc(CN2CCOCC2)oc1-c1ccccc1 | 3 | -11 | 6 | 1.1 | 13 | -10 | -0.1 | -41 | 10
Cc1c(C(=O)NCc2ccco2)oc2ccc(S(=O)(=O)N3CCC4(CC3)OCCO4)cc12 | 2 | 3 | 8 | nt | 6 | 4 | -0.21 | -2 | 6
O=C(O)c1ccc(-c2ccccc2Cl)o1 | nt | -8 | 10[fluorescence artefact?] | 1.1 | nt | nt | 0.31 | -11 | 2
COC(=O)c1cc2occc2n1CC(=O)Nc1ccc(C)cc1C | 5 | -2 | -8 | 1.1 | -3 | -16 | -0.92 | -3 | 6
Cc1cccc2sc(NC(=O)CCNS(=O)(=O)c3cccs3)nc12 | -40 | -1 | nt | 0.9 | 21 | -78 | 0.39 | 0 | nt
COC(=O)NCCOC(=O)N(O)c1ccc(Br)cc1 | -3 | -2 | nt | nt | -18 | 2 | 0.68 | 9 | nt
COc1cc(NC(=O)CS(=O)(=O)c2ccc(C)cc2)cc(OC)c1OC | 1 | -14 | 9 | 1 | 2 | -12 | -0.82 | -59 | 9
Cc1ccc(OCc2nnc(NC(=O)OCC(C)C)s2)cc1 | -1 | 1 | -1[fluorescence artefact?] | 1.1 | 8 | -13 | -0.61 | -1 | 5
C=C(c1ccc(O)cc1)c1ccc(O)cc1 | 5 | 0 | -4 | 1.2 | -17 | 4 | -0.13 | 3 | 5
Cc1cc(NS(=O)(=O)c2ccccc2)no1 | -5 | 11 | -2[fluorescence artefact?] | 1.1 | -9 | 12 | -1.5 | -11 | 6
O=C(C1CC1)N1CCc2cc(Br)cc(S(=O)(=O)N3CCCCCC3)c21 | nt | nt | -3 | 1 | nt | nt | 6* | nt | 7
CCC(=O)c1cc(F)c(N2CCN(S(=O)(=O)c3ccc(C)cc3)CC2)cc1C | -19 | -13 | 14 | 1.1 | -12 | -9 | 1.2 | 4 | 8
(cont.)
SMILES | VCAM1 TNFa inh | PTPN22 inh 2 | Smad3 FoxH1 inh | MT1-MMP txn act | F-actin modifier | TNFa cytotox | DAT uptake mod | IL1B cytotox | Calb biofilm kill
O=C(NCN1C(=O)C2C3C=CC(C3)C2C1=O)Nc1nncs1 (stereo unspecified) | 11 | 12 | nt | 1.1 | 0 | 58 | -0.48 | -2 | nt
CCN(CC)S(=O)(=O)c1ccc(Cl)c(C(=O)N2CCc3ccccc32)c1 | 3 | 8 | -5 | 0.9 | -10 | 1 | -1.1 | 1 | 9
Cc1ccc(-n2ncc3c(NCc4ccccc4)ncnc32)cc1 | 9 | 4 | 2 | 1.4 | -17 | -22 | 0.086 | -23 | 0
CC1=C(C(=O)OCC2CCCO2)C(c2ccc(C)o2)C2=C(CC(c3ccc(N(C)C)cc3)CC2=O)N1 (stereo unspecified) | 18 | -2 | -2 | 1 | -1 | -2 | 0.1 | -42 | -1
CCc1ccc2c(Cl)c(C(=O)N/N=C/c3c[nH]c4ccccc34)sc2c1 | 3 | -10 | nt | nt | -5 | 4 | 0.23 | -17 | nt
CC(C)(C)C(=O)NC1CCN(S(C)(=O)=O)CC1 | nt | -21 | -1 | 1.3 | nt | nt | -0.58 | -78 | 2
CSCCC1NC(=O)N(CC(=O)Nc2ccc(N3CCCCC3)cc2)C1=O (stereo unspecified) | -10 | -7 | -1 | 1.3 | 30 | -12 | 1.1 | 8 | 7
NC(=O)CN1C(=O)C2CCCCN2C(=O)c2ccccc21 (stereo unspecified) | 17 | -2 | 6 | 1.2 | 7 | 24 | -0.46 | 22 | 8
CCCn1c2c(c(O)c(C(=O)NCc3ccccc3)c1=O)CCCC2 | -4 | -1 | -5 | 1.1 | 18 | -10 | 0.68 | -16 | 8
Cc1c(NC(=O)CSc2ccccn2)c(=O)n(-c2ccccc2)n1C | 18 | 10 | 5 | 1.1 | -43 | 3 | 1.3 | -22 | 1
CC(C)NC(=O)c1ccc(COCC(F)(F)F)cc1 | 6 | 3 | -6 | 1.1 | 19 | -27 | -0.56 | -3 | 3
CN(C)CCCOC(=O)c1cc2ccccc2o1 | nt | -3 | -5 | 1.2 | 3 | nt | 0.0086 | 18 | 4
COc1cc(NC(=O)CSc2nc(C)cs2)cc(OC)c1 | 12 | 10 | nt | 1.1 | 1 | 0 | 0.83 | 15 | nt
O=C(Nc1ccccc1)c1cnc[nH]1 | 8 | -4 | nt | 1.5 | -13 | -23 | nt | 25 | nt
O=Nc1c2nc3ccccc3n(O)c-2c2ccccc12 | 10 | 9 | 7[fluorescence artefact?] | 1.4 | 15 | -8 | 0.0095 | 8 | 6
CCC(Sc1nnnn1-c1ccccc1)C(=O)Nc1nc2ccccc2s1 (stereo unspecified) | 16 | 6 | nt | 1.3 | 23 | -43 | 2.3 | 2 | nt
CCN(CC)CCN1C(=O)C(=O)/C(=C(/O)c2cnn(-c3ccccc3)c2C)C1c1cccnc1 (stereo unspecified) | 17 | 0 | 0 | 1.1 | -7 | -20 | -0.95 | -1 | 6
CCOC(=O)CNC(=O)c1cc(-c2ccc3c(c2)OCCO3)oc1C | 12 | -5 | -7 | 1.4 | -17 | 8 | -3.1 | 24 | -1
COc1ccc(/C(O)=C2\C(=O)C(=O)N(CC3CCCO3)C2c2cc(OC)ccc2OC)cc1 (stereo unspecified) | 17 | -6 | -12 | 1.1 | -8 | -27 | 0.24 | 1 | 6
O=C(CSc1nnc(-c2ccco2)o1)N1CCOCC1 | 8 | -8 | -12 | 1 | 37 | -33 | 0.39 | -11 | 5
Cn1c(CC2C(=O)Nc3ccc(Br)cc32)nc2ccccc2c1=O (stereo unspecified) | 32 | -6 | 8 | 1.2 | 4 | 14 | 1.1 | -32 | -4
Cc1c(C(=O)NCC2CCCO2)sc2nc(-c3ccccc3)cn12 (stereo unspecified) | 16 | -4 | nt | 1.7 | -3 | 15 | 0.095 | 14 | nt
Fc1ccc(-n2c(-c3ccco3)nc3nc4ccccc4nc32)cc1 | 5 | -5 | 4 | 1.1 | -8 | 1 | 0.23 | -7 | 5
CC(C)OCCCNC(=O)C1CCN(S(=O)(=O)N2CCCCC2)CC1 | -11 | -2 | 6 | 1 | -53 | 5 | -1.2 | 19 | 5
CCOc1ccccc1N(CC(=O)NC1CCCCC1)S(C)(=O)=O | nt | nt | 10[fluorescence artefact?] | 1.2 | nt | nt | -1 | nt | 6

Sorted by SMILES length (smallest number first): part of the list above.
SMILES | VCAM1 TNFa inh | PTPN22 inh 2 | Smad3 FoxH1 inh | MT1-MMP txn act | F-actin modifier | TNFa cytotox | DAT uptake mod | IL1B cytotox | Calb biofilm kill
O=C(Nc1ccccc1)c1cnc[nH]1 | 8 | -4 | nt | 1.5 | -13 | -23 | nt | 25 | nt
CN(C)CCCOC(=O)c1cc2ccccc2o1 | nt | -3 | -5 | 1.2 | 3 | nt | 0.0086 | 18 | 4
COc1ccc(/C(O)=C2\C(=O)C(=O)N(CC3CCCO3)C2c2cc(OC)ccc2OC)cc1 (stereo unspecified) | 17 | -6 | -12 | 1.1 | -8 | -27 | 0.24 | 1 | 6

Next structures:
SMILES | VCAM1 TNFa inh | PTPN22 inh 2 | Smad3 FoxH1 inh | MT1-MMP txn act | F-actin modifier | TNFa cytotox | DAT uptake mod | IL1B cytotox | Calb biofilm kill
O=C(CCN1CCCCC1c1cccnc1)NCc1ccccc1 (stereo unspecified) | -11 | -5 | 0 | 1.2 | -1 | -15 | 0.0015 | -39 | -6
O=S(=O)(Nc1nc2c(s1)CCCC2)c1ccc(Br)cc1 | 6 | -22 | -5 | 1.2 | 17 | -21 | -0.33 | -26 | 5
CCNc1nc(SCC(=O)OC)nc(N2CCOCC2)n1 | nt | nt | 4 | 1.1 | nt | nt | -0.83 | nt | 11
COc1cc(C2C(C(=O)c3ccc(C)o3)=C(O)C(=O)N2Cc2cccnc2)ccc1O (stereo unspecified) | 4 | -17 | -16 | 1 | -2 | -16 | -0.83 | -155 | -1
C=C(C)C1Cc2c(C)nn(-c3ccccn3)c2C1 (stereo unspecified) | -19 | 3 | -8 | 1.1 | 1 | -13 | 0.32 | -6 | 4
CCCC(c1nnnn1Cc1ccco1)N1CCN(c2cc(Cl)ccc2C)CC1 (stereo unspecified) | 10 | 10 | 8 | 1.1 | -29 | -3 | 1.3 | -13 | 5
CC(=O)C1=C(O)C(=O)N(c2ccc(S(N)(=O)=O)cc2)C1c1ccc([N+](=O)[O-])cc1 (stereo unspecified) | -1 | 8 | -12 | 1.1 | 0 | 4 | -0.33 | -2 | -2
COc1ccc(C)cc1S(=O)(=O)N(C)CC(=O)N1CCCCCC1 | 15 | 0 | 1[fluorescence artefact?] | 0.9 | 7 | -40 | -0.037 | -1 | 10
COC(=O)c1cc(Br)c(=O)n(CCN2CCCC2)c1 | 7 | -9 | -2 | 1.1 | 13 | -22 | -0.015 | 0 | 4
CCn1nc(NC(=O)c2cccnc2)c2cc3cccc(C)c3nc21 | 4 | -2 | 6 | 1.3 | 3 | -9 | 1.5 | -17 | 4
O=C(NC1CCCCC1)C(c1ccco1)N(C(=O)C(F)(F)F)C1CC1 (stereo unspecified) | 28 | -3 | -1 | 1.3 | -7 | 0 | 0.41 | -23 | 10

Only part of the results is shown; rates above refer to the full screens.
